# Gli-Sufu antag: Gli-Sufu pathway antagonism; Sufu-KO-LIGHT fibroblasts, Gli luciferase reporter luminescence; inhibition, % at 5 µM; actives 0.74% (n = 340,000);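 active = inhibition above about 55%, limit read from the data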;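 also: 0% = DMSO-treated cells and 100% = wells with medium but no cells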
# 697 NFkB inh: lowers PMA/ionomycin-induced NF-kB signal in 697 B cells. 697 B-cell NF-kB luciferase reporter, 16 h. inhibition, % at 4 µM. actives 0.33% (n = 330,000); in the data active = inhibition above about 35%
# EBI2 block: antagonists of human EBI2 receptor; P32249; EBI2 beta-arrestin recruitment, luminescence, 7a,25-OHC stimulated; inhibition, % at 5 µM; actives 0.81% (n = 360,000); AID 651636; in the data active = inhibition above about 38%;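 also: enzyme fragment complementation signal reports receptor beta-arrestin coupling in cells; 0% = agonist plus DMSO wells and 100% = wells without agonist; some results beyond the cut were filed as inactive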
# Target sequence (P32249 whole entry, looked up, the tested form may be a part): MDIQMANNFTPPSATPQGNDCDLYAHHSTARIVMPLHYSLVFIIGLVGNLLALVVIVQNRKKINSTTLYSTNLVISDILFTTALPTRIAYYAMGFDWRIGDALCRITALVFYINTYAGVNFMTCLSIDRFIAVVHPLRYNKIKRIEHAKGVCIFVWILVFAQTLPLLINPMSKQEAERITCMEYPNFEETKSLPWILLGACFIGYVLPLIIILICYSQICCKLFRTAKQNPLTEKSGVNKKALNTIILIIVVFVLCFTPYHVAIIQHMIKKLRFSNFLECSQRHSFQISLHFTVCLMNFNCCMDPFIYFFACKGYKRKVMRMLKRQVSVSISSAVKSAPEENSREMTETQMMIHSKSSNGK
# SENP8 block: inhibitors of human SENP8 protease | purified SENP8, Z-RLRGG-aminoluciferin cleavage, luminescence | actives 1.2% (n = 330,000) | inhibition, % at 10 µM | Q96LD8
# Target sequence (Q96LD8 whole entry, looked up): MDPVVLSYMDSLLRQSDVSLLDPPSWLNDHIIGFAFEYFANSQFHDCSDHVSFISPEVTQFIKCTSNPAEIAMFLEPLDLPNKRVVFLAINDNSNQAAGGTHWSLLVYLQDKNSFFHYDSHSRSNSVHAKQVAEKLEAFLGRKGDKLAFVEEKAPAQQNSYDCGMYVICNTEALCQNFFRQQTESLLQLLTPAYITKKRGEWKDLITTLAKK
# CCR6 antagonist: blocks CCL20-driven beta-arrestin recruitment at human CCR6. P51684. actives 0.49% (n = 340,000). CHO-K1 CCR6 PathHunter beta-arrestin, luminescence, CCL20-stimulated. inhibition, % at 20 µM;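 active = compounds whose inhibition of the agonist-driven luminescence signal at 20 µM reaches about 50%, limit read from the data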;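 also: cells stimulated with CCL20 at 14 nM final; plate controls were DMSO with CCL20 for no effect and DMSO without agonist for full effect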
# UBC13 polyUb: blocks human UBC13 polyubiquitin chain formation | actives 0.47% (n = 330,000) | inhibition, % at 20 µM | TR-FRET; in the data active = inhibition above about 45%, passing the limit was not always enough; inconclusive = no clear call, values can overlap the other calls
# Target sequence (P61088 whole entry, looked up): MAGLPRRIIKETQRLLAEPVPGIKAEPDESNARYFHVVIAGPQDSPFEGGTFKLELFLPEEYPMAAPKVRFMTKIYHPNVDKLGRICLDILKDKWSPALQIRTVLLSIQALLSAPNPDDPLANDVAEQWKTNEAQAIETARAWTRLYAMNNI
# Apaf-1 inh: human Apaf-1 inhibition; O14727; reconstituted apoptosome caspase-3 activity, DEVD-Rh110 fluorescence; inhibition, % at 20 µM; actives 0.71% (n = 330,000); active = inhibition of at least 40% at 20 µM;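 also: plate controls were DMSO wells for no effect and DEVD-CHO caspase inhibitor wells for full effect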
#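 detection = Rh110 fluorescence intensity | test system = biochemical Apaf-1 apoptosome reconstitution | also added = cytochrome c and DEVD-Rh110 substrate | schedule = 30 min plus 50 min, RT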
# Jurkat NFkB inh: inhibitors of the PMA/ionomycin-induced NF-kB reporter in Jurkat cells. PMA/ionomycin-induced NF-kB luciferase reporter, luminescence. inhibition, % at 4 µM. actives 0.53% (n = 330,000)
# An asterisk follows results filed as active; ? = inconclusive; nt = not tested or not shown. Rule as the data show it, unless noted: active = inhibition above about 50%; inactive = the rest.
SMILES,Gli-Sufu antag,697 NFkB inh,EBI2 block,SENP8 block,CCR6 antagonist,UBC13 polyUb,Apaf-1 inh,Jurkat NFkB inh
CCn1c(-c2ccc(OC)c(OC)c2)n[nH]c1=S,18,5,9,5,-6,4,-17,-15
CC(C)=CC(=O)OCC(=O)NC1CCCc2ccccc21 (centres undefined),4,6,5,0,6,2,3,9
CCN(C(=O)c1cc2c(=O)[nH]c3ccc(C)cc3c2s1)c1ccccc1C,6,-62,12,2,18,24,-14,-21
COc1ccc(C)cc1S(=O)(=O)N(CC(=O)NCc1ccc(Cl)cc1)Cc1ccccc1,-3,20,23,13,20,11,16,-6
Cc1oc(-c2cccc(Cl)c2)nc1CS(=O)(=O)CC(=O)NCCN1CCOCC1,-4,5,-9,10,8,-2,-4,3
COCCNc1nc2nonc2nc1N1CCC(N(C)C)C1 (centres undefined),-4,11,-4,-4,13,2,-15,0
CCOc1ccccc1CN1CCC(N2CCOCC2)CC1,10,4,-3,-9,-1,-1,0,-9
N#C/C(=N\Nc1ccc(S(=O)(=O)N2CCOCC2)cc1)C(N)=S,-1,5,4,10,30,-40,-10,5
COc1ccc(S(=O)(=O)N(C)C[C@H]2Oc3ccc(NS(=O)(=O)c4c(C)noc4C)cc3C(=O)N([C@H](C)CO)C[C@@H]2C)cc1,19,10,2,1,13,10,12,-3
O=C(NC1CCCC1)C1CC(=O)N(c2ccc(F)c(Cl)c2)C1 (centres undefined),-22,22,5,-4,-6,11,2,4
C/C(=N\OCc1cccc(C(=O)O)c1)c1ccc(Cl)cc1,-231,13,0,97*,-3,5,1,62*
Cc1nn(-c2ccccn2)c2c1C(c1ccccc1Cl)C1=C(N2)c2ccccc2C1=O (centres undefined),14,-8,-4,1,79*,-7,-8,-5
CCOC(=O)C(Sc1ncn[nH]1)c1ccccc1 (centres undefined),-12,1,-3,-6,-4,9,-5,10
COc1ccccc1C(=O)Nc1ccc(Nc2ccccc2)cc1,-3,2,-6,-6,-8,8,-12,18
COc1cc2c(cc1OC)CN(C(=O)Cc1ccccc1)CC2,-6,-9,9,-10,11,0,10,-16
Cc1ccc(CNC(=O)COC(=O)CN2C(=O)C3CC=CCC3C2=O)cc1 (centres undefined),0,-6,-9,-8,8,-10,6,-93
CC(C)[C@H](NC(=O)c1ccccc1F)C(=O)OCC(=O)NC1CC1,0,-13,-6,-10,-3,-7,10,-12
CC(=O)NC(=S)Nc1ccc([N+](=O)[O-])cc1C,-13,7,0,-1,16,10,-10,-1
CC1=C(C(=O)Nc2ccccc2C(F)(F)F)C(c2ccc(C)s2)NC(=S)N1 (centres undefined),5,9,3,-15,22,6,-1,-10
Fc1ccccc1-c1cc2ncccc2cn1,-62,-52,-8,27,16,0,14,-61
O=C1c2ccsc2SCCN1Cc1ccc(Cl)cc1Cl,2,-5,8,-2,34,-5,20,-4
O=C(N/N=C\c1cccc(Br)c1)c1ccccc1-n1cccc1,6,11,12,-4,1,6,13,10
CCOc1ccc2nc(Nc3nc4ccc(NC(C)=O)cc4s3)sc2c1,-4,-27,8,1,-30,-2,-16,-7
O=C(c1ccc2c(c1)[nH]c(=S)n1c3ccccc3nc21)N1CCN(c2ncccn2)CC1,9,-12,-13,3,17,?,12,-7
CCn1c(NCc2cc(Br)ccc2NS(=O)(=O)c2ccc(C)cc2)nc2ccccc21,4,0,1,5,13,-6,1,14

# Record cards, as listed above. Screens in order: Gli-Sufu antag, 697 NFkB inh, EBI2 block, SENP8 block, CCR6 antagonist, UBC13 polyUb, Apaf-1 inh, Jurkat NFkB inh
# Cc1ccc(CNC(=O)COC(=O)CN2C(=O)C3CC=CCC3C2=O)cc1 (centres undefined) is entered as 0, -6, -9, -8, 8, -10, 6, -93
# CCN(C(=O)c1cc2c(=O)[nH]c3ccc(C)cc3c2s1)c1ccccc1C is entered as 6, -62, 12, 2, 18, 24, -14, -21
# Fc1ccccc1-c1cc2ncccc2cn1 is entered as -62, -52, -8, 27, 16, 0, 14, -61

# Remaining list, next part
SMILES,Gli-Sufu antag,697 NFkB inh,EBI2 block,SENP8 block,CCR6 antagonist,UBC13 polyUb,Apaf-1 inh,Jurkat NFkB inh
COc1ccccc1NS(=O)(=O)c1cc(NC(=O)C(C)C)ccc1N1CCCCC1,20,5,12,-10,3,-1,-1,1
CCCC(O)(c1ccc(CC)cc1)C(CN1CCOCC1)c1ccccc1 (centres undefined),10,-7,23,-13,15,0,29,3
CC(C)NC(=O)CN(Cc1ccc(F)cc1)C(=O)CCC(=O)Nc1nccs1,-7,7,-6,2,-6,4,-3,7
NC(=O)c1ccc(NC(=O)COC(=O)c2cc([N+](=O)[O-])ccc2N2CCOCC2)cc1,-1,6,-7,7,6,-6,-1,17
NNc1nc(-c2ccccc2)nc2sc3c(c12)CCCC3,-18,-360,9,66*,-27,-9,15,-222
COc1ccccc1C(=O)NCC(=O)N/N=C/c1cccc(Cl)c1,-1,1,-7,-4,-12,2,-10,21
COc1ccc2nc(SCC(=O)Nc3ccc4c(c3)CCC4)[nH]c2c1,25,-5,5,-7,8,-2,6,-14
CS(=O)(=O)Nc1ccc(C(=O)NCCc2ccccc2)cc1,4,-36,3,-5,-10,1,-7,-34
CCOc1ccc(NC(=O)CCN2CCN(c3ccccc3)CC2)cc1,10,1,6,3,20,5,7,-7
CCCCN(CC)C(=O)Cn1cnc2ccc(S(=O)(=O)N3CCC(C)CC3)cc2c1=O,7,-40,-5,3,7,1,-10,18
COc1ccc2oc(C(=O)OCC(=O)N3CCCCC3)c(C)c2c1,-20,-4,-15,3,5,16,7,-3
CCCOc1ccc(N2C(=O)CC(NCCNc3ccc(S(=O)(=O)CC)cc3)C2=O)cc1 (centres undefined),10,-10,-9,-5,15,-12,11,-2
O=C(O)c1ccccc1NC(=O)c1cc2ccccc2oc1=O,11,-58,0,11,4,-5,-2,1
O=C(CCCCl)NC(=S)Nc1ccc(N2CCOCC2)cc1,-30,-74,3,-2,-9,0,9,-50
Cc1nn(Cc2c(F)c(F)c(F)c(F)c2F)c(C)c1NC(=O)c1c([N+](=O)[O-])c(C)nn1C,-2,-15,-4,-9,7,-14,-6,-12
CC(=O)Nc1cccc(NC(=O)CCn2c(=O)sc3ccccc32)c1,-1,0,-4,-6,5,-11,-1,-4
O=C(CCc1ccccc1)NCc1cccnc1,-8,-11,-7,-3,1,-4,-9,-7
Cc1ccc(NC(=O)N(CCC(=O)O)Cc2ccccc2)cc1,14,9,-9,0,-5,8,-2,-4
Cc1cccc(Cn2c(C(C)(C)C)cc3cccnc32)c1,15,-23,10,2,15,10,1,21
Oc1ccccc1-c1nnc(COc2ccc(Cl)cc2Cl)o1,-25,-98,1,-7,14,15,0,-111
O=C(COC(=O)CNC(=O)c1ccc(Cl)c([N+](=O)[O-])c1)NNC(=O)c1cccs1,0,5,-2,7,10,-6,-1,7
CCOC(=O)c1cn(Cc2ccccc2)nn1,2,-1,-17,-4,1,-3,5,0
CC(C)(C)c1ccc(S(=O)(=O)NCC(=O)N2CCCC2)cc1,0,3,-6,1,9,-9,0,15
COc1ccc(OC)c(S(=O)(=O)n2cnc3cc(C)c(C)cc32)c1,-12,-12,8,-2,-20,6,11,35
CCSc1nnc(C)c2ccccc12,3,14,-3,-5,1,-1,1,-4

# New compounds follow.
SMILES,Gli-Sufu antag,697 NFkB inh,EBI2 block,SENP8 block,CCR6 antagonist,UBC13 polyUb,Apaf-1 inh,Jurkat NFkB inh
COc1ccc(-c2nnc3n(CCc4ccccc4)c(=O)c4ccccc4n23)cc1OC,14,8,13,0,6,-1,6,11
O=C(Oc1ccc(OC(=O)C2CCC2)cc1)C1CCC1,13,-48,-11,-5,-1,-4,4,47
C=CCn1c(Cc2cccs2)nnc1SCC(=O)c1ccc(F)cc1,-4,-10,3,-3,6,-2,14,-21
CC(C)N=C1NN=C(c2ccc(Cl)c(Cl)c2)CS1,-89,-46,-3,29,16,-2,35,-98
O=S(=O)([O-])CCC[N+]1(CC#Cc2ccccc2)CCCCC1,-8,11,-9,-16,4,-7,13,-1
O=C1CN(c2nc3nonc3nc2N2CCCCC2)CCN1,-8,10,-5,-7,-3,19,-26,3
C/C(=N/OC(=O)c1c(F)cccc1F)c1nccs1,3,17,-13,46,10,-1,-2,5
Cc1cc(/C=N/n2cnnc2)c(C)n1-c1ccc2ncccc2c1,2,15,5,9,10,-2,-14,9
CCn1cc(CCCC(=O)NCc2ccc(OC)cc2)c2ccccc21,7,-1,14,-2,15,9,9,11
CCCNC(=O)N1CCC(C(=O)c2ccc(Cl)cc2)CC1,1,9,-6,-1,5,2,4,5
CCCN(Cc1cc(=O)[nH]c2ccccc12)C(=O)CC,14,-9,-2,-7,4,-11,-5,4
COc1cccc(C(=O)C2CCCN(Cc3ccc(OC)c(Cn4cncn4)c3)C2)c1 (centres undefined),0,-8,13,3,13,18,-23,3
CC(=O)Nc1ccc(C(=O)Nc2nc(-c3cc(C)n(Cc4ccccc4)c3C)cs2)cc1,-6,-1,-5,3,-10,8,5,3
O=C(N/C(=C/c1cccs1)c1nc2ccccc2[nH]1)c1ccccc1,2,2,-6,-13,-4,-9,2,-15
COCCCNC(=S)NNC(=O)c1ccc(C(C)(C)C)cc1,-3,-4,-11,6,7,-1,-5,8
CCCn1nc(C(=O)Nc2ccc3nc(N4CCOCC4)sc3c2)ccc1=O,46,-39,1,-7,9,-5,6,15
CCOC(=O)C1=C(C)N=C2SCCC(=O)N2C1c1ccc(OC)cc1 (centres undefined),nt,18,nt,3,nt,-1,4,6
O=C(OCCc1cc2ccccc2c(=O)o1)c1cccc(Br)c1,1,-3,12,-9,13,4,20,-14
COc1ccc(S(=O)(=O)N(C)C)cc1NC(=O)COC(=O)CC1CCCC1,1,5,-13,-6,10,5,1,1
Cc1ccc(S(=O)(=O)N2CCCCC2)cc1NC(=O)CNC(C)c1ccc(Cl)c(Cl)c1 (centres undefined),nt,17,17,1,30,7,25,-2
CCOC(=O)c1c(S(=O)(=O)N(C)Cc2ccccc2)c(C)n(C)c1C,5,2,1,-2,15,1,10,4
O=C(O)c1cc(N=Nc2c(O)[nH]c3ccc([N+](=O)[O-])cc23)ccc1Cl,3,5,11,65*,40,-26,6,10
CCCCN(CC(=O)NC1CCCC1)C(=O)C(=O)Nc1ccc2c(c1)OCCO2,13,14,-11,-1,-1,4,4,9
CN1C(C(=O)NCc2cccs2)=CC(c2ccc(F)cc2)=NS1(=O)=O,8,-7,1,4,8,-5,8,7
O=C(COC(=O)C1CCC1)NC(=O)c1ccccc1,-6,-3,1,-25,-1,2,8,-2

# Ordered by the number under UBC13 polyUb (lowest first): some entries from above
molecule	UBC13 polyUb
COc1ccc(-c2nnc3n(CCc4ccccc4)c(=O)c4ccccc4n23)cc1OC	-1
O=C(OCCc1cc2ccccc2c(=O)o1)c1cccc(Br)c1	4
COc1cccc(C(=O)C2CCCN(Cc3ccc(OC)c(Cn4cncn4)c3)C2)c1 (centres undefined)	18

# (further entries)
SMILES,Gli-Sufu antag,697 NFkB inh,EBI2 block,SENP8 block,CCR6 antagonist,UBC13 polyUb,Apaf-1 inh,Jurkat NFkB inh
CC(C)NC(=O)CCCc1cn(C)c2ccccc12,3,-7,-1,-3,12,-9,1,-8
Nc1nc(SCC(=O)Nc2ccc(OC(F)(F)F)cc2)[nH]c(=O)c1NC(=O)c1ccc(Br)o1,-4,-12,-21,0,4,-14,0,-3
O=C(Oc1ccc(Cl)c2cccnc12)C12CC3CC(CC(C3)C1)C2,6,7,15,-10,8,8,10,-5
CC(=O)N1c2ccc(S(=O)(=O)N3CCCCC3)cc2CC1C(=O)NCc1cccc(Cl)c1 (centres undefined),36,-8,2,-6,19,-4,13,-12
Cc1nnc(NC(=O)CSc2nccn2-c2cccc(C)c2C)s1,-5,-58,-1,1,0,-2,-5,36
CCN(CC(=O)Nc1ccc(OC)cc1)C(=O)c1ccc2[nH]c3c(c2c1)CC(C)CC3 (centres undefined),3,6,22,8,7,10,10,-1
O=C(CCCOc1ccccc1)Nc1cccc(S(=O)(=O)N2CCOCC2)c1,1,8,10,-2,12,6,0,10

# Marked active in CCR6 antagonist (from the list above):
SMILES,697 NFkB inh,EBI2 block,CCR6 antagonist,UBC13 polyUb,Jurkat NFkB inh
Cc1nn(-c2ccccn2)c2c1C(c1ccccc1Cl)C1=C(N2)c2ccccc2C1=O (centres undefined),-8,-4,79*,-7,-5

# Bioassay records: PubChem BioAssay, Sanford-Burnham Center for Chemical Genomics

# Only part of the results is shown, so the mix of outcomes need not match the whole.
